Source: PubChem BioAssay
Casp1 inh: allosteric or competitive inhibitors of human caspase-1. 0.03% of 75,000 active. Potency, µM (titrated, usually from 57.5 µM), for inactives: at the highest dose activity change, negative = inhibition, hits mostly inhibitors. AID 900. Caspase-1 enzyme, Ac-WEHD-AFC fluorogenic rate;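 further: potency means the concentration at half of the fitted maximal effect; plate controls were vehicle for no effect and no substrate for full effect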
BRCT inh red: BRCT-phosphoprotein interaction inhibition (red fluorophore); P38398; Potency, µM (series often up to 76.9 µM), for the others: top-dose activity change, negative = inhibition, most hits filed as inhibitors; BRCT-phosphopeptide binding, red fluorescence polarization; 0.03% of 75,000 active; further: on the % scale 0 is the no-effect control and ±100 the full control effect
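Fluorescence polarization: 100 nM His-tagged BRCA1 BRCT with 100 nM TAMRA-labelled phospho-BACH1 decapeptide, phosphate buffer pH 7.3 with 150 mM NaCl, DTT, 0.01% Tween 20; 12 min RT. Binding inhibition seen as FP decrease.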
HEK293 cAMP ctrl: counter-screen for TSHR agonists: cAMP increase in parental HEK293; Potency, µM (titrated, usually from 57.1 µM), for the others: at the top dose activation, actives largely listed as activators; parental HEK293 CNG cAMP sensor, membrane potential fluorescence; 2.5% of 73,000 active; further: potency means the concentration at half of the fitted maximal effect; % of control where 0% means no effect; nearly all actives have a fitted effect of over 55% in size
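Parental HEK 293 cells stably expressing a cAMP-gated CNG channel were loaded with membrane potential dye containing 100 uM RO 20-1724 for 60 min. Compound added for 30 min; depolarization read as fluorescence intensity at 590 nm.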
USP2a inhib: blocks human ubiquitin-specific protease USP2a | Potency, µM (titrated, usually from 38.3 µM), for inactives: top-dose activity change, negative = inhibition, usual class: inhibitors | 0.1% of 60,000 active | O75604 | USP2a enzymatic assay, qHTS inhibition | AID 927;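 further: potency means the concentration at half of the fitted maximal effect; nearly all actives have a fitted effect of over 60% in size; plate controls were DMSO for no effect and NEM full inhibition control for full effect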
Target sequence (O75604 whole entry, looked up): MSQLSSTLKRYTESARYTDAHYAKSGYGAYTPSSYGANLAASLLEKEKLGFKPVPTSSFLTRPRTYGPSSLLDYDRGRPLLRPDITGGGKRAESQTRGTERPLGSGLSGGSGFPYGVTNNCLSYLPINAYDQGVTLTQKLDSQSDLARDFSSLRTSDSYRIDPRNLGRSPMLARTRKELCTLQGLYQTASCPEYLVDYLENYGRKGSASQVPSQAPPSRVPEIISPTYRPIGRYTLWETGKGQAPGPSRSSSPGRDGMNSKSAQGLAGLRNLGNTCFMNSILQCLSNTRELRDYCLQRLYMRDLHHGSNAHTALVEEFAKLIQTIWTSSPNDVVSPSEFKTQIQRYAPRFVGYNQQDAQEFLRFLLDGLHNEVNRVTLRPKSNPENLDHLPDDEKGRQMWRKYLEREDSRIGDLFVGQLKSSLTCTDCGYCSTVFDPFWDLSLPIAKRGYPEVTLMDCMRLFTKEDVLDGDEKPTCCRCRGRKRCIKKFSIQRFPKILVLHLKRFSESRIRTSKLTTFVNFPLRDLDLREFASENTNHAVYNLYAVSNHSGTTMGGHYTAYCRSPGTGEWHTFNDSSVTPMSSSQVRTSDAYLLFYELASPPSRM
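USP2 core (20 nM final) was preincubated with compound for 30 min at RT in 20 mM Tris-HCl pH 8.0, 2 mM CaCl2, 2 mM beta-mercaptoethanol; Ub-PLA2 (20 nM) plus NBD C6-HPC (20 uM) then added, fluorescence read after 2.5 h.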
4-MU autofl: compounds fluorescent in 4-MU spectral region | 11% of 59,000 active | max dye-equivalent concentration, M | compound autofluorescence, 340/450 nm, 4-MU equivalents; stronger effect = higher value; in the data active means max dye-equivalent concentration above about 10 nM; inconclusive means mostly about 1.1 nM to 9.6 nM
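Compounds in 100 mM Tris, pH 8.0, sat 15 min at room temperature before fluorescence was read at 340 nm excitation/450 nm emission; a per-plate six-point 4-MU standard curve converted signals to dye-equivalent concentration at each compound concentration.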
Caspase-7 inhib: caspase-7 (human) inhibition, allosteric or competitive; P55210; recombinant caspase-7, Ac-DEVD-AFC fluorescence rate; Potency, µM (doses to about 57.5 µM), for the others: at the top dose activity change, negative = inhibition, hits mostly inhibitors; 0.02% of 75,000 active; AID 889; active means well fitted inhibition curve with a large enough effect in the main read-out, with a control signal flat, not every such curve was filed as active; inconclusive means small, poorly fitted or top-dose-only effect, or a change in a side signal; further: potency means the concentration at half of the fitted maximal effect; % of control where 0% means no effect
Target sequence (P55210 24-198 limits assumed): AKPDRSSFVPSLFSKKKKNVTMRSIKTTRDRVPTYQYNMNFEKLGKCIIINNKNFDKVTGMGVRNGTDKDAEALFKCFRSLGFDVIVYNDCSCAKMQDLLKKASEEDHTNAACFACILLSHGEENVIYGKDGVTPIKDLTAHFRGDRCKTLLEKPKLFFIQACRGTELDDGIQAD
Target sequence (P55210 207-303 limits assumed): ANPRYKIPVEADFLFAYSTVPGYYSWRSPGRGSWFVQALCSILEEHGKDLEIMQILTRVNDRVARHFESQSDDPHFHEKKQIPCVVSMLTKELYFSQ
A350 autofl: compound fluoresces in the Alexa 350 spectral region; 11% of 59,000 active; AID 590; Compound autofluorescence, 340/450 nm, Alexa 350 dye-equivalents; stronger effect = higher value; max dye-equivalent concentration, M; in the data active means max dye-equivalent concentration above about 10 nM; inconclusive means mostly about 1.1 nM to 9.6 nM
Fluorescein fluor: compound autofluorescence in fluorescein spectral region | Compound autofluorescence, 480/540 nm, fluorescein-equivalent; stronger effect = higher value | 0.91% of 59,000 active | max fluorescein-equivalent concentration, M; in the data active means max fluorescein-equivalent concentration above about 10 nM; inconclusive means between about 1.1 nM and that limit
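Read-out is intrinsic compound fluorescence at 480/540 nm (excitation/emission), expressed as dye-equivalent concentration using a fluorescein standard series run on every plate. Compounds sat 15 min at room temperature in 100 mM Tris, pH 8.0.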
UbGFP stabilizer: inhibits proteasome, raising ubiquitin-GFP reporter fluorescence. Ubiquitin-GFP reporter cells, proteasome inhibition, GFP fluorescence; response scale: untreated = 0%, 10 µM MG-132 = 100%. Potency, µM (highest dose often 45.9 µM), for the others: top-dose activation (GFP accumulation), actives largely listed as activators. 67,000 tested, under 10 active; active means well fitted activation curve with a large enough effect, not every such curve was filed as active; inconclusive means small, poorly fitted or top-dose-only effect, or another doubt; inactive means no such curve, though single readings can be large or run the other way; further: potency means the concentration at half of the fitted maximal effect
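Proteasome block read as GFP accumulation: ubiquitin(G76V)-GFP U2OS cells exposed to compound (2.9 nM–46 uM) for 4 hr at 37 C. Normalization used untreated cells as 0% and 10 uM MG-132 as 100%; concentration-response curves fitted.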
BRCT PPI green: blocks human BRCA1 BRCT binding to phosphopeptide, green readout | P38398 | BRCA1 BRCT-phosphopeptide binding, green fluorescence polarization | Potency, µM (doses to about 76.9 µM), without a hit: top-dose activity change, negative = inhibition, actives largely listed as inhibitors | 0.05% of 75,000 active;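 further: potency means the concentration at half of the fitted maximal effect; plate controls were peptide without protein for full effect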
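Fluorescence polarization: His-tagged BRCT (~35 kDa BRCA1 C-terminus, 250 nM) bound to 100 nM fluorescein-labeled phosphorylated 10-aa BACH1 peptide, pH 7.3 phosphate buffer with DTT and Tween 20. Compounds incubated 12 min at room temperature; inhibition read as lowered polarization.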
Epigenetic mod: derepresses silenced GFP locus in mouse C127i cells | mouse C127i GFP locus derepression, cytometry, 30 h | Potency, µM (top dose mostly 46.1 µM), for the others: at the highest dose GFP derepression (activation) | 0.09% of 68,000 active | AID 597; further: % of control where 0% means no effect
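Locus derepression in mouse mammary C127i cells whose integrated CMV-GFP reporter is normally silent; GFP expression after 30 h compound treatment was quantified by counting fluorescent cells.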
* = called active by the depositor; i = inactive; ? = inconclusive; / = no result given; & = joins results of further samples; [ ] = another dose, or the depositor's remark. Unless noted, the call rests on the fitted dose curve; in most records, active means well fitted curve in the direction sought with a large enough effect; inconclusive means small, poorly fitted or top-dose-only effect, or another doubt; inactive means no such curve, though single readings can be large; an effect the other way counts as inactive or inconclusive. A portion of the library; rates above refer to the full screens.

SMILES	Casp1 inh	BRCT inh red	HEK293 cAMP ctrl	USP2a inhib	4-MU autofl	Caspase-7 inhib	A350 autofl	Fluorescein fluor	UbGFP stabilizer	BRCT PPI green	Epigenetic mod
Cc1nn(C(C)C(=O)O)c(=O)c2c1sc1ccccc12 (stereo not drawn)	0%	-1.0%	19%	5%	i	-1%	?	?	/	-3.5%	-2%
CCOc1ccc(N2C(=O)c3cccnc3C2Nc2ccc(F)cc2)cc1 (stereo not drawn)	1%	-0.2%	1%	11%	i	-3%	?	?	1%	-3.5%	2%
CC1=C(C(=O)OC(C)C)C(c2ccc(F)cc2)NC(=O)N1 (stereo not drawn)	-2%	-0.7%	3%	-5%	i	1%	i	i	4%	1.1%	0%
Cn1nc(-c2ccccc2F)c2cc(C(=O)N3CCN(C(=O)c4ccco4)CC3)sc21	-1%	-1.6%	6%	37%[activator]	i	0%	i	i	-2%	5.8%	-2%
CN(CC(=O)NCc1cccs1)S(=O)(=O)c1cccc2cccnc12	3%	0.6%	/	/	/	-2%	/	/	0%	-1.4%	/
CCCS(=O)(=O)N1CCN(C(=O)c2cc(OC)cc(OC)c2)CC1	0%	0.0%	1%	4%	i	1%	i	i	-2%	-0.4%	0%
O=S(=O)(Nc1ccc(-c2nc3cccnc3s2)cc1)c1cccs1	-14%	0.3%	?	/	/	?	/	/	-3%	-0.2%	/
O=S(=O)(NCCC1=CCCCC1)c1cccc2nsnc12	-5%	-1.2%	0%	7%	i	-2%	i	i	/	-2.9%	0%
Cc1cc(Cl)c(S(=O)(=O)Nc2ccc3c(c2)OCO3)cc1OCC(N)=O	-4%	0.4%	20%	34%[activator]	i	-3%	i	i	-8%	-0.1%	-2%
Cc1ccccc1CN1C2=NCCN2C(=O)C2=C1CCN(Cc1ccccc1)C2	-6%[11.5 µM]	-0.8%[15.4 µM]	6%[11.4 µM]	/	i	-2%[11.5 µM]	i	i	1%[9.17 µM]	-0.9%[15.4 µM]	0%[9.22 µM]
CCC(C)(C)N=C(NC#N)Nc1cccnc1	0%	0.8%	0%	/	/	0%	/	/	4%	1.1%	4%
CCOc1ccccc1C(=O)N(CN1CCCC1=O)c1ccc(C)c(Cl)c1	4%	1.3%	15%	22%	i	0%	i	?	3%	-3.4%	-1%
CC1CC2(CC(C)(C(=O)CSc3nc4ccccc4s3)OC2=O)C(=O)O1 (stereo not drawn)	-4%	-0.1%	-9%	14%	i	-1%	i	i	-3%	-1.7%	9%
O=C(Nc1ccc(Cl)cc1)c1ccc2c(c1)OCO2	-4%	-1.3%	27%	-6%	2.6e-08M*	-4%	3.1e-08M*	?	7%	-2.7%	0%
COc1cc(C(=O)NCC(=O)OCC(=O)c2ccc[nH]2)cc(OC)c1OC	1%	0.6%	-10%	7%	i	-4%	i	i	1%	0.3%	0%

Fetched one by one from the list above:
SMILES	Casp1 inh	BRCT inh red	HEK293 cAMP ctrl	USP2a inhib	4-MU autofl	Caspase-7 inhib	A350 autofl	Fluorescein fluor	UbGFP stabilizer	BRCT PPI green	Epigenetic mod
Cc1nn(C(C)C(=O)O)c(=O)c2c1sc1ccccc12 (stereo not drawn)	0%	-1.0%	19%	5%	i	-1%	?	?	/	-3.5%	-2%
CC1CC2(CC(C)(C(=O)CSc3nc4ccccc4s3)OC2=O)C(=O)O1 (stereo not drawn)	-4%	-0.1%	-9%	14%	i	-1%	i	i	-3%	-1.7%	9%

Continuation.
SMILES	Casp1 inh	BRCT inh red	HEK293 cAMP ctrl	USP2a inhib	4-MU autofl	Caspase-7 inhib	A350 autofl	Fluorescein fluor	UbGFP stabilizer	BRCT PPI green	Epigenetic mod
CC(C)=CCC/C(C)=C/COc1c2ccoc2cc2oc(=O)ccc12	/	/	13µM*	/	1.3e-08M*	/	1.4e-08M*	i	0%	/	2%[9.22 µM]
CC(NO)C(C)(C)NO (stereo not drawn)	0%	0.6%	0%	-11%	i	-2%	i	?	9%	-1.0%	4%
CCCCOc1ccc(C(=O)OC(C)CN(C)C)cc1 (stereo not drawn)	-1%	-0.4%	?	6%	i	3%	i	i	-6%	-3.2%	6%
CCc1ccccc1NC(=O)CN(C)C(=O)CN1C(=O)NC2(CCCCCC2)C1=O	1%	0.0%	5%	13%	i	0%	i	?	-4%	-0.9%	-1%
CCc1c(O)nc(SCC(N)=O)n(-c2ccccc2F)c1=O	-3%	-0.5%	16%	26%	i	-3%	i	i	-1%	1.0%	5%
S=P(N1CC1)(N1CC1)N1CC1	3%	0.4%	/	-2%	/	-1%	/	/	/	2.2%[3.08 µM]	/
CC(=O)c1cccc(NS(=O)(=O)c2ccc3c(c2)oc(=O)n3C)c1	3%	-0.6%	6%	-3%	i	-1%	i	?	-3%	-1.7%	1%
COCCn1c(C)nc2oc3ccc(Br)cc3c(=O)c2c1=O	-2%	-1.6%	-6%	22%	i	-14%	i	i	-10%	1.6%	3%
CCOC(=O)C1=C(C)OC(N)=C(C#N)C1c1ccsc1 (stereo not drawn)	-2%	0.2%	20µM*	-4%	?	-3%	?	i	-4%	-1.4%	-3%
Cc1ccc2c(CSc3nnc(C4CC4)n3N)cc(=O)oc2c1	0%	-0.7%	18%	11%	i	0%	i	i	0%	0.0%	-2%
CCOC(=O)N/N=C1/C[C@@H](O)[C@@H](O)[C@@H]2[C@@H]3C(=O)N(Cc4ccccc4)C(=O)[C@H]3CC[C@@H]12	-2%[11.5 µM]	1.8%[15.4 µM]	0%[11.4 µM]	/	/	0%[11.5 µM]	/	/	/	-0.1%[15.4 µM]	/
COC(=O)[C@@]1(Cc2ccc(OC)cc2)[C@H]2c3cc(C(=O)N(C)C)n(CCN4CNCC4=O)c3C[C@H]2CN1C(=O)c1ccccc1	1%	-2.4%	?	/	/	2%	/	/	/	0.8%	/
Cn1c(=O)c2[nH]c(CCC(=O)O)nc2n(C)c1=O	-3%[11.5 µM]	-1.0%[15.4 µM]	1%[11.4 µM]	/	?	1%[11.5 µM]	?	?	11%[9.17 µM]	-2.1%[15.4 µM]	-2%[9.22 µM]
Cn1nc(-c2ccc(C(=O)Nc3cccnc3)cc2)c2ccccc2c1=O	-2%	-2.2%	-4%	3%	i	-1%	i	i	6%	0.4%	-5%
O=C(COc1ccc(-n2cnnn2)cc1)NC(=O)NCc1ccccc1	2%	-0.4%	6%	6%	i	-2%	i	?	2%	-1.7%	4%
O=C(NCc1cccnc1)c1ccc2c(=O)n(CCCN3CCCC3=O)c(=S)[nH]c2c1	0%	-1.3%	-1%	4%	i	0%	i	?	7%	0.2%	-4%
CCCCNC(=O)NS(=O)(=O)c1ccc(C(=O)OC)o1	5%	-0.3%	6%	-10%	i	-1%	i	i	-4%	-0.8%	14%
CN(CCc1ccccn1)S(=O)(=O)c1ccccc1F	-1%	0.9%	28%	-9%	i	0%	i	?	1%	-2.4%	-1%
NC(N)=NCc1cccc(I)c1	2%	1.6%	-3%	5%	i	4%	i	i	1%	0.5%	-2%
COc1ccc(-c2ncc3ccccn23)cc1	-6%	-0.5%	-3%	3%	4.6e-08M*	-5%	4.8e-08M*	i	3%	1.6%	3%
COC(=O)[C@@]1(Cc2ccc(F)cc2)[C@@H]2C(=CC(=O)[C@H]2CC(=O)C(=O)N(C)C)CN1C(=O)c1ccccc1	?	-0.6%	20%	/	/	-2%	/	/	/	-0.6%	/
CC(C)Cn1c2c(c(O)c(C(=O)Nc3ncccc3O)c1=O)CCCC2	-5%	-0.8%	7%	12%	?	0%	?	i	-1%	-1.3%	-1%
COc1ccc2c(c1)OCC(Cc1ccc(OC)c(OC)c1)C2O (stereo not drawn)	-2%&-1%	-1.3%&-0.6%	/	6%&50%	/	-1%&0%	/	/	/	-1.5%&-0.7%	/
CS(=O)(=O)N1CCN(c2ccccc2NC(=O)c2cccnc2)CC1	0%	-0.6%	?	-1%	i	0%	i	?	-1%	-0.4%	2%
COc1ccccc1S(=O)(=O)Cc1ccc(C(=O)NCCN2CCCC2)o1	-2%	-0.9%	15%	7%	i	-1%	i	i	-7%	-1.9%	4%
COc1ccc(NC(=O)C2CCCN(S(=O)(=O)c3cccnc3)C2)cc1 (stereo not drawn)	-1%	-1.2%	2%	-1%	i	-1%	i	i	8%	-0.9%	-2%
Clc1ccc(CSc2nnc([C@@H]3CCCN3)o2)cc1	1%	-0.4%	15%	3%	i	-1%	?	i	1%	1.2%	4%
CC1CN(c2cc(=O)n(-c3cccc(Br)c3)c(=O)[nH]2)CC(C)O1 (stereo not drawn)	0%	0.3%	7%	/	/	2%	/	/	15%	-2.3%	/
O=C(OCc1ccc2c(c1)OCO2)c1ccc(S(=O)(=O)N2CCCCC2)cc1	-3%	-0.4%	?	2%	/	-3%	/	/	6%	-0.9%	-3%
COc1ccc(C2/C(=C(\O)c3ccc(OC)c(Cl)c3)C(=O)C(=O)N2CCN(C)C)cc1 (stereo not drawn)	0%	-2.0%	-10%	16%	i	-2%	i	i	-7%	-1.0%	0%
CCCN(C(=O)c1cccs1)c1nnc(-c2ccncc2)s1	-1%	-1.0%	24%	3%	i	0%	i	i	-3%	0.2%	-1%
Cc1cccc(-n2c(SCC(=O)Nc3nnc(C)s3)nnc2-c2ccoc2C)c1	-4%	-1.0%	14%	-4%	i	-1%	i	?	5%	0.4%	3%
